# PAFAH2 FP inh: PAFAH2 enzyme inhibitors, primary screen, biochemical, fluorescence polarization, human; Platelet-activating factor acetylhydrolase 2, cytoplasmic (Homo sapiens), Q99487; recombinant PAFAH2, FP-rhodamine activity probe; inhibition, % at 3.39 µM; 340,000 tested, 0.99% active; AID 492956, 2010;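 active means inhibition above the mean over all tested compounds plus 3 SD, cut at about 30% in these data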;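 further: inhibitors block probe labeling of enzyme so polarization drops; 0% = enzyme with DMSO and 100% = wells lacking PAFAH2 protein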
# PAD4 FP inh: human PAD4 inhibitors, primary screen, biochemical, fluorescence polarization, 1536-well format; Protein-arginine deiminase type-4 (Homo sapiens), Q9UM07; recombinant PAD4, RCA probe fluorescence polarization; inhibition, % at 6.36 µM; 330,000 tested, 0.41% active; AID 485272, 2010;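 active means percent inhibition above a cutoff equal to the mean of all tested compounds plus 3 SD, cut at about 15% in these data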;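 further: 0% = PAD4 with RCA probe and DMSO and 100% = probe without PAD4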
# PREPL inh: PREPL enzyme inhibitors, primary screen, biochemical, fluorescence polarization. recombinant PREPL, fluorescence polarization activity-based probe. Prolyl endopeptidase-like (Homo sapiens), Q4J6C6. 320,000 tested, 0.68% active. AID 2751, 2010. inhibition, % at 5.96 µM; in the data active means inhibition above about 43%;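 further: 0% = enzyme with DMSO and 100% = wells lacking enzyme; many of its hits are not listed in these tables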
# pPAFAH inh: pPAFAH enzyme inhibitors, primary screen, biochemical, fluorescence polarization, human; Platelet-activating factor acetylhydrolase (Homo sapiens), Q13093; recombinant pPAFAH, FP-rhodamine probe fluorescence polarization; inhibition, % at 3.39 µM; 330,000 tested, 1.5% active;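 active means inhibition above the mean inhibition across the screen plus 3 SD, cut at about 25% in these data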;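 further: inhibitors block binding of the rhodamine activity-based probe so polarization drops; 0% = enzyme with DMSO and 100% = wells lacking pPAFAH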
# LYPLA2 counter: LYPLA2 inhibitors, primary screen, counter-screen for PME1 inhibitor project, biochemical, fluorescence polarization, FP-Rh probe ABPP; inhibition, % at 5.9 µM; recombinant LYPLA2; 320,000 tested, 0.38% active; Acyl-protein thioesterase 2 (Homo sapiens), O95372;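 active means inhibition above the screen-wide mean plus 3 SD, limit set per campaign, cut at about 26% in these data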;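 further: 0% = LYPLA2 with DMSO and 100% = wells lacking LYPLA2 enzyme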
# PAFAH1B2 FP inh: PAFAH1B2 enzyme inhibitors, primary screen, biochemical, fluorescence polarization, human; Platelet-activating factor acetylhydrolase IB subunit alpha2 (Homo sapiens), P68402; recombinant PAFAH1B2, FP-rhodamine activity probe; inhibition, % at 3.39 µM; 340,000 tested, 1.2% active; AID 492953, 2010;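 active means inhibition above the mean of all tested compounds plus 3 SD, cut at about 24% in these data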;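 further: 0% = enzyme with DMSO and 100% = wells lacking PAFAH1B2; many of its hits are not listed in these tables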
# Target sequence (P68402 whole entry, looked up): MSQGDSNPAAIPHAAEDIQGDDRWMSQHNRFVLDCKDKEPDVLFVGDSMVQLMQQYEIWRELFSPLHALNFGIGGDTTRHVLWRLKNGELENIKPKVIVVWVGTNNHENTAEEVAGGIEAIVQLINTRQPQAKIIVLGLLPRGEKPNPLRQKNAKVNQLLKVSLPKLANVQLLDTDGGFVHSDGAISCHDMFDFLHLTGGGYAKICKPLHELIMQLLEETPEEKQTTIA
# PAFAH1B3 FP inh: PAFAH1B3 enzyme inhibitors, primary screen, biochemical, fluorescence polarization, human; Platelet-activating factor acetylhydrolase IB subunit alpha1 (Homo sapiens), Q15102; 340,000 tested, 0.28% active; AID 492972, 2010; inhibition, % at 3.39 µM; recombinant PAFAH1B3, FP-rhodamine probe;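 active means inhibition above the screen-wide average of all tested compounds plus 3 SD, cut at about 25% in these data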;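 further: 0% = enzyme with DMSO only and 100% = wells lacking PAFAH1B3 protein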
# Target sequence (Q15102 whole entry, looked up): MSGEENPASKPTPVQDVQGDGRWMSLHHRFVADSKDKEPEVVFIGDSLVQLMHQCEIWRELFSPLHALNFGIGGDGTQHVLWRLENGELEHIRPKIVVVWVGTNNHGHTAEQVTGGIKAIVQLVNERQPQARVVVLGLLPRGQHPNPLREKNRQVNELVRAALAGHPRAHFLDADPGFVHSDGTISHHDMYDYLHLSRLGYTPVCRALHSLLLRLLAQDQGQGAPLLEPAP
# GSTO1 counter: inhibitors of recombinant GSTO1, primary screen, counter-screen for RBBP9 inhibitor project, biochemical, fluorescence polarization. inhibition, % at 5.96 µM. activity-based probe fluorescence polarization. Glutathione S-transferase omega-1 (Homo sapiens), P78417. 300,000 tested, 1.1% active. AID 1974, 2009;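 active means inhibition above the campaign mean inhibition plus 3 SD, cut at about 35% in these data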;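 further: 0% = GSTO1-1 with DMSO and 100% = wells lacking GSTO1-1 enzyme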
# Target sequence (P78417 whole entry, looked up): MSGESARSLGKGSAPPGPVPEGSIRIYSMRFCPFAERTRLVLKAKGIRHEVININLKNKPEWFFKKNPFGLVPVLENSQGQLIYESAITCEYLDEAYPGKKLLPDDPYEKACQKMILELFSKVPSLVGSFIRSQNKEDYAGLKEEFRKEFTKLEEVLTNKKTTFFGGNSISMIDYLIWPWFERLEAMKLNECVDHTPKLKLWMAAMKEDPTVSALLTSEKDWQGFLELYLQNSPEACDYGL
# LYPLA1 counter: LYPLA1 inhibitors, primary screen, counter-screen for PME1 inhibitor project, biochemical, fluorescence polarization, FP-Rh probe ABPP; 320,000 tested, 0.16% active; inhibition, % at 5.9 µM; recombinant LYPLA1;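 active means inhibition above the mean of all tested compounds plus 3 SD, set per campaign, cut at about 14% in these data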;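 further: inhibitors block serine hydrolase probe labeling of LYPLA1 so polarization falls; 0% = enzyme with DMSO and 100% = wells lacking LYPLA1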
# Target sequence (O75608 whole entry, looked up): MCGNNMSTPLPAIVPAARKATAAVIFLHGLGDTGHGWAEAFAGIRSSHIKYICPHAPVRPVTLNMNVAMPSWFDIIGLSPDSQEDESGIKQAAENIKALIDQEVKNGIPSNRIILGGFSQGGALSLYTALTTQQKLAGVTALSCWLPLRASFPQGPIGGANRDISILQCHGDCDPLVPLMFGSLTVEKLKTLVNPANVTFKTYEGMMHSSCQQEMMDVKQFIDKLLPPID
# * = called active by the depositor; nt = no result given. An excerpt, so the mix of outcomes need not match the whole.
SMILES,PAFAH2 FP inh,PAD4 FP inh,PREPL inh,pPAFAH inh,LYPLA2 counter,PAFAH1B2 FP inh,PAFAH1B3 FP inh,GSTO1 counter,LYPLA1 counter
Cc1cc(C(=O)N[C@H](c2ccccc2)[C@@]2(C)C[C@@H]2[C@@H](C)C(=O)Nc2ccc3ccccc3c2)n(C)n1,-12.1,1.7,-1.7,-6.8,-13.0,-3.9,4.9,9.3,-3.0
CCOc1ccc(S(=O)(=O)NCCC(=O)N(C)CC(=O)Nc2ccc(OC)cc2)cc1,-7.8,-2.6,-4.2,3.4,6.9,2.1,0.8,4.1,6.3
Cc1sc(NC(=O)COc2ccccc2)c(C#N)c1C,5.3,-4.3,2.8,0.6,1.7,4.3,7.4,6.9,-3.8
COc1ccc(NC(=O)CCn2ccnc2)c(OC)c1,-0.5,0.6,-4.0,0.2,1.0,-2.5,-7.7,6.0,0.4
CSc1nc2c(c(=O)[nH]1)C(c1cccc(Cl)c1)CC(=O)N2 (centres undefined),12.8,-0.2,0.5,5.8,0.7,0.1,4.1,-3.1,2.9
Cc1nn(C)cc1CN(C)C(=O)c1ccc(OC2CCN(Cc3ccccn3)CC2)cc1,2.6,1.0,5.5,-0.1,-6.0,3.3,0.1,-0.1,1.3
N#Cc1c(Cn2cncn2)nc(=O)n(-c2ccccc2)c1N,-4.6,-0.1,-5.2,-0.8,-0.2,4.5,4.0,10.1,-2.8
CC(C)(C)c1cc(N)n(-c2ccc(C(=O)O)cc2)n1,0.5,-1.2,-0.7,3.2,-2.1,3.6,4.5,8.3,-3.2
COc1ccccc1C(=O)N(C)c1nnc(-c2ccccc2)s1,4.4,-6.8,2.9,-7.7,0.8,-0.5,-7.3,3.4,3.6
O=C(COc1cccc2cccnc12)N/N=C1\SCC(=O)N1CCc1ccccc1,0.7,-0.4,6.3,2.4,3.4,1.9,-3.3,1.1,4.3
CC(C)CN1C(=O)C(=Nc2cccnc2)c2ccccc21,-0.5,-1.6,11.5,4.1,5.4,5.0,10.1,9.2,-2.2
O=C(/C=C/c1ccccc1)CC(=O)c1ccccc1O,-1.1,-3.0,-1.0,-1.5,-5.0,1.5,7.2,-7.7,-4.5
COc1ccccc1NC(=O)C(Sc1ccccc1)c1ccccc1 (centres undefined),-1.1,4.2,-10.5,-2.9,-3.0,-5.8,6.9,-3.8,-0.3
CC[C@]12c3[nH]c4ccccc4c3CCN1C(=O)C(CC(=O)NCCCN(C)C)C[C@@H]2C(=O)N1CCN(C(=O)C2CC2)CC1 (some centres undefined),8.5,2.8,2.5,-3.4,nt,-1.9,8.9,nt,nt
COc1ccc(C2c3[nH]c4ccccc4c3C[C@H]3C(=O)N(CCCO)CC(=O)N23)cc1OC (some centres undefined),-4.1,0.6,-2.5,5.4,2.3,-0.6,7.9,-1.7,-1.6
CCc1ccc(C(=O)COC(=O)c2cc([N+](=O)[O-])ccc2N2CCOCC2)cc1,1.7,4.0,12.4,11.8,6.1,-0.2,5.0,28.3,0.3
CC(=O)NCCC(=O)Nc1sc2c(c1-c1nc3ccccc3[nH]1)CCCC2,-5.5,-0.6,12.3,11.9,-5.0,-0.7,3.0,6.2,2.3
Cc1ccccc1NC(=S)N1CCN(Cc2ccccc2)CC1,3.8,3.4,-4.9,-0.3,-1.9,-1.2,0.5,-0.4,-2.0
Cc1ccccc1-c1noc(C(C)NC(=O)c2ccco2)n1 (centres undefined),-9.8,0.6,-0.8,-1.5,1.5,1.2,3.5,4.7,-6.5
CCN(CC)CCNC(=O)c1sc2ncn(CC(=O)Nc3ccc(C)c(Cl)c3)c(=O)c2c1C,-12.8,2.0,14.7,-1.1,32.4*,-3.5,-3.1,0.5,-9.2
O=C(CSc1nnc2ccccn12)NNC(=O)c1ccc(Br)cc1,0.7,-2.2,-3.8,2.5,-4.2,-1.9,1.2,-0.8,-0.5
COc1cc(SC)ccc1C(=O)Nc1cccc(C2OCCCO2)c1,3.6,1.8,1.6,3.9,-6.1,-1.6,4.0,1.5,-5.9
O=C(NC1CCCCC1)C(c1ccc2ncccc2c1)N(Cc1ccc(F)cc1)C(=O)c1ccc2c(c1)OCCO2 (centres undefined),10.7,-3.1,14.8,0.1,3.2,1.9,6.5,0.5,-3.2
COc1ccc(-c2csc(=Nc3c(C)n(C)n(-c4ccccc4)c3=O)n2C(C)(C)C)cc1,3.9,1.9,22.4,3.2,1.4,1.1,8.6,7.8,0.4
CCSC1=N/C(=C/c2ccsc2)C(=O)N1c1ccccc1,-7.3,-2.2,7.0,12.5,2.3,-0.4,7.7,1.4,1.6
N#CCCN(CCC#N)S(=O)(=O)c1ccc(C(=O)Nc2nc(-c3ccccc3)c(C(=O)c3ccccc3)s2)cc1,17.9,-4.9,11.2,-3.2,-3.2,-6.0,-13.9,-59.0,-4.0
CC1(C)CC(=O)C2=C(C1)N(Cc1ccco1)C(=O)C2(NC(=O)C1CCCCC1)C(F)(F)F (centres undefined),-5.3,-4.5,4.4,2.0,5.9,1.6,9.3,3.8,2.5
CN1CCN(NC(=S)Nc2ccccc2)CC1,nt,3.8,-1.7,0.2,-7.8,nt,nt,-0.6,1.1
Cc1occc1C(=O)N1CCN(S(C)(=O)=O)CC1,-1.9,-0.7,6.1,0.8,0.6,1.0,-1.9,-1.5,-3.2
COc1ccc(C)cc1S(=O)(=O)N(C)CC(=O)N1CCCCCC1,4.3,-1.9,6.0,1.9,8.6,2.2,1.3,0.5,5.6
Cc1ccc(S(=O)(=O)N2CCC(C(=O)NNC(=O)c3ccccc3)CC2)cc1,4.1,2.2,10.5,1.4,3.8,7.5,3.1,-2.3,4.4
CN(C)/C(=N\OC(=O)c1ccccc1)c1nonc1N,6.0,0.4,1.9,7.1,5.8,-1.7,-3.6,3.9,1.5
Cc1cccc(C(=O)Nc2scc(-c3ccc(Br)cc3)c2C(=O)O)c1,-1.4,0.2,0.1,4.0,-6.3,9.2,4.4,-6.2,-1.2
CCCCCCCC(=O)N/N=C(/C)c1c(O)cc(C)oc1=O,3.2,-1.2,-2.3,5.9,2.8,5.4,6.4,1.6,-1.8
CCOC(=O)C1=C(C)N(C)C(C)=C(C(=O)OCC)C1c1ccc(Cl)cc1,7.4,-1.6,2.1,2.7,-4.1,-0.9,0.5,4.3,-3.0
COC(=O)CSc1nc2ncc(Cl)cc2[nH]1,4.7,2.7,-5.0,-3.3,1.0,-1.5,3.2,-1.8,2.0
Cc1nc(N)sc1C(=O)N/N=C/c1ccc([N+](=O)[O-])cc1,nt,-5.6,1.9,-0.8,5.1,nt,nt,-10.5,2.9
O=C(Nc1ccc(F)cc1)c1oc2ccccc2c1NC(=O)C1CCCC1,-13.3,1.3,3.5,1.9,-20.0,3.8,4.1,-6.8,-21.7
O=[N+]([O-])c1ccc(O)c(CSc2nnnn2-c2ccccc2)c1,1.2,2.3,7.2,2.3,0.9,12.2,9.6,0.8,1.3
CCn1c(=N)n(CC(=O)c2cccc(OC)c2)c2ccccc21,-0.3,-0.1,14.9,8.9,3.8,-1.6,-1.8,-2.6,1.6
N#Cc1ccsc1NC(=O)C1CCCN1S(=O)(=O)c1cccs1 (centres undefined),0.9,-0.5,-2.1,3.5,0.2,3.6,0.8,-2.1,0.5
COc1ccc(C(=O)Nc2cc(C)nn2-c2nc3ccccc3[nH]2)c(OC)c1,-17.6,-0.9,3.7,-15.0,-33.3,0.7,6.4,-12.5,-18.4
Nc1nc(SCC(=O)NCCCO)nc2sc3c(c12)CCC3,-11.2,-3.3,7.7,7.8,9.5,-2.1,6.2,4.8,4.4
CCOc1ccc(C(=O)Nc2nncs2)cc1OCC,1.8,-1.2,0.3,7.5,4.7,9.6,4.8,0.0,-3.0
Cc1ccc(NC(=O)CSc2ccccc2NC(=O)c2ccccc2Cl)cc1Cl,1.4,0.3,-11.7,1.3,-2.9,2.7,3.1,2.5,-4.1
CCOc1ccccc1C(=O)Nc1ccc(C(=O)c2ccccc2)cc1,-9.7,-0.9,13.2,-3.0,-7.5,-0.5,4.4,-7.9,-7.6
CCC1(c2ccccc2)NC(=O)N(Cc2cccc([N+](=O)[O-])c2)C1=O (centres undefined),9.7,-5.1,-7.7,4.8,5.4,0.0,0.0,4.7,-1.2
O=C(CN1CCOCC1)Nc1cc([N+](=O)[O-])ccc1Cl,7.7,-1.1,4.5,1.0,4.9,2.3,6.2,6.9,-2.4
O=C(NCc1ccccc1)c1c[nH]c2cc3c(cc2c1=O)OCCO3,0.7,7.4,-8.4,-1.4,-2.3,3.4,2.0,-3.4,-2.5
CC(NC(=O)CSc1nnc(-c2cc3cc(Cl)ccc3o2)n1C)c1ccccc1 (centres undefined),1.8,-0.8,13.7,19.5,0.4,4.6,-6.6,2.1,-3.0
N#CCCN(/N=C/c1cccnc1)C1=NS(=O)(=O)c2ccccc21,2.4,-3.4,0.7,2.7,-0.7,-2.4,-0.8,1.6,-1.9
O=C(Nc1ccc2oc(-c3ccccc3F)nc2c1)c1ccccc1F,-2.6,1.9,-16.8,0.1,7.6,6.6,4.5,2.7,-3.5
COc1cc(OC)cc(C(=O)NC(=S)N2CCN(c3ccc(C(F)(F)F)cc3[N+](=O)[O-])CC2)c1,7.3,-6.5,11.0,12.7,-0.1,-0.8,-6.8,-11.1,-4.9
CCC(=O)Nc1ccc(C(=O)Cn2ncc(Cl)c(Cl)c2=O)cc1,6.4,-6.4,17.4,11.6,-0.6,1.7,3.0,-7.6,-1.3
Cc1ccc(C(=O)Nc2ccc(C(=O)N3CCCCC3)cc2)cc1,-3.4,-2.7,-3.8,2.2,0.3,5.2,6.9,6.9,-1.5
COc1ccccc1N1CCN(C(c2ccccc2Cl)c2nnnn2C(C)(C)C)CC1 (centres undefined),0.3,-2.5,11.8,5.4,-9.0,0.1,2.0,10.5,-3.6
Cc1cc(NC(=O)CCC(=O)N(CCC(C)C)CC(=O)NCC2CCCO2)no1 (centres undefined),-10.0,-2.8,8.7,7.5,8.2,-0.3,-1.6,-2.5,1.6
COc1ccc(NC(=O)CSc2nncs2)cc1S(=O)(=O)N1CCCCC1,-0.1,-2.8,17.0,0.2,nt,1.6,0.9,nt,nt
NNC(=O)CNc1cccc(Cl)c1,-2.4,-0.5,3.5,2.2,0.3,-1.1,9.4,12.8,0.3

# Bioassay records as filed in PubChem.
